Assay outcomes (PubChem BioAssay)
GSK3beta inhib = inhibitors of human GSK3beta kinase. activity score (negative = inhibition), % at 10 µM. GST-GSK3beta kinase, ADP-Glo luminescence, 60 min; active compounds read low. 300,000 tested, 0.038% active. AID 2097;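 active means more than half of replicate wells score below -50%, meaning over 50% inhibition versus plate controls; inconclusive means some replicates but at most half score below -50%; inactive means no replicate scores below -50%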;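 further: 0% = median DMSO wells and -100% = median GW8510 positive control wells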
Target sequence (P49841 whole entry, looked up): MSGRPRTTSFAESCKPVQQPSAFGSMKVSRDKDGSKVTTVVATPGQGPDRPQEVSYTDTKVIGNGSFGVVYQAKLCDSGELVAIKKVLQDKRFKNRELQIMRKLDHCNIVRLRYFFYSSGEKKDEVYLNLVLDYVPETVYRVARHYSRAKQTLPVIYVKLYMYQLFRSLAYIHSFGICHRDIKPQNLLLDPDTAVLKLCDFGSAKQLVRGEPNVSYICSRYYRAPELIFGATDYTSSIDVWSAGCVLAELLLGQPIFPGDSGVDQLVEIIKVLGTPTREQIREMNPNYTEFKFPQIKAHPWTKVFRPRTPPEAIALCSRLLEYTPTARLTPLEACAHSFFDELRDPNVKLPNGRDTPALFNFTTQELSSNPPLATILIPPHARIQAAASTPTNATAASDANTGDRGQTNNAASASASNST
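Test system – GST-tagged human GSK3beta kinase, cell-free · Incubation – 60 min enzyme reaction, room temperature · Signal – ADP-Glo luminescence · Also added – peptide substrate and ATP at 25 µM · Controls – DMSO neutral wells and GW8510 at 20 µM as positive · Buffer or medium – Tris/MgCl2 kinase buffer · Measure – Luminescence-derived activity versus plate DMSO and GW8510 wells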
IEC-6 cytotox = counter-screen for KLF5 inhibitors: cytotoxicity in IEC-6 cells | IEC-6 cytotoxicity, luminescence viability | inhibition, % at 5 µM | 290,000 tested, 0.78% active; in the data active means inhibition above about 22%;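 further: 0% = plate median of test compound wells and 100% = cytotoxic reference compound wells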
HSF1 inh = HSF1 inhibition; 300,000 tested, 0.77% active; NIH3T3-HGL HSE-luciferase, MG132-induced, luminescence 8 h; active compounds read low; activity change, negative = inhibition, % at 7.5 µM (by protocol);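 active means more than half of replicate wells show activity change below -50%, luminescence cut by over half; inconclusive means some wells, but at most half, below -50%; inactive means no replicate well below -50%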;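 further: luciferase reports HSF-1 transcriptional activity via heat shock element; 0% = median of DMSO wells and -100% = zero luminescence signal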
AI-2 QS modul = modulators of Vibrio harveyi AI-2 quorum sensing system; Vibrio harveyi JMH597 AI-2 luminescence/OD600 ratio, 9 h; active compounds read low; strain lacks LuxN and CqsS sensors; 0 = neutral-control median; activity change, % at 7.5 µM; 300,000 tested, 0.4% active; in the data active means activity change below about -75%, passing the limit was not always enough; inconclusive means no clear call, values can overlap the other calls;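 further: luminescence divided by OD600 gain over 9 h not by final OD600 alone; inactives centre near 13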
HSP90 inh = inhibitors of HSP90 luciferase refolding in rabbit reticulocyte lysate | luciferase refolding luminescence, 3 h | 290,000 tested, 0.91% active | inhibition, % at 5.6 µM;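 active means inhibition above the screen-wide mean plus 3 SD, computed separately per campaign, cut at about 16% in these data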;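 further: 0% = DMSO wells and 100% = 60 µM geldanamycin wells; inhibitors lower the luminescence because luciferase stays unfolded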
HIF activator = HIF pathway transcriptional activation. U2OS HRE-luciferase reporter, luminescence; normalized: DMSO 0%, desferrioxamine 100%. activation, % at 7.5 µM (by protocol). 300,000 tested, 0.32% active. AID 1910;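 active means mean activation of at least 10% of the iron chelator positive control signal, with at least half of replicates also reaching 10%; inconclusive means mean and replicate majority disagree about reaching 10%; inactive means mean and most replicates under 10%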
aSyn UTR inh = MLPCN primary screen, SNCA 5' untranslated region. alpha-synuclein 5'UTR reporter, inhibitor activity. inhibition, % (tested at 7.5 µM). 300,000 tested, 0.82% active; in the data active means inhibition above about 60%; inconclusive means no clear call, values can overlap the other calls;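 further: H4 neuroglioblastoma cells stably carrying SNCA 5'UTR luciferase fusion; 0% = DMSO wells and 100% = positive control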
GSK3 alpha inh = human GSK-3 alpha kinase inhibition. P49840. ADP-Glo luminescence, 60 min. inhibition, % at 10 µM. 320,000 tested, 0.1% active;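 in the data active means inhibition above about 50%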;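 further: GST-tagged GSK-3 alpha with peptide substrate and 25 µM ATP; 0% = DMSO neutral wells and 100% = GW8510 positive control wells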
Target sequence (P49840 whole entry, looked up): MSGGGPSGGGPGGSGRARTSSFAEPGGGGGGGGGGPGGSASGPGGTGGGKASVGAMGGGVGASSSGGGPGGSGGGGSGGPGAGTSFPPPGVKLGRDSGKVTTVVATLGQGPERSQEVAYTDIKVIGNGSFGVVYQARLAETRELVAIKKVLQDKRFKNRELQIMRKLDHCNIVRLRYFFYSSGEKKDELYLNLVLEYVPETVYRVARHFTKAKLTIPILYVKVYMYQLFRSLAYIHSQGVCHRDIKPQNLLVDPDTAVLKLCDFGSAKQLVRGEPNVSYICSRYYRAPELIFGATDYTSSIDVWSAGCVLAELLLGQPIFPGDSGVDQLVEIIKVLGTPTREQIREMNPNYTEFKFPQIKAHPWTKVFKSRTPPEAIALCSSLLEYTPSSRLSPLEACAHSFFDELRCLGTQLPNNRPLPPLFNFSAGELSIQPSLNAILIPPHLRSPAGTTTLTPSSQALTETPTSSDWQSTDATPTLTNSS
HSF-1 act = increases HSF-1 driven luciferase reporter signal. NIH3T3-HGL HSF-1 luciferase reporter, MG132, 8 h; 100% = twice DMSO control signal. activation, % at 9 µM. 300,000 tested, 1.7% active. AID 504408;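 active means mean replicate activation of at least 50% with a set share of replicates each reaching 50%; inconclusive means only one of those two conditions met; inactive means mean below 50% and too few replicates reaching it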;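 further: 0% = median of the neutral control wells and 100% = twice that signal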
KLF5 inh = inhibitors of KLF5 expression; DLD-1 KLF5 promoter-luciferase reporter, luminescence; inhibition, % at 5 µM; 290,000 tested, 0.23% active;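 active means inhibition above a per-plate limit of that plate's mean compound inhibition plus 3 SD, cut at about 60% in these data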;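 further: 0% = DMSO wells and 100% = LY294002 at 200 µM; higher means less KLF5 promoter-driven luciferase light; inactives centre near -14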
* marks the source's active call; other numbers are inactive results; ? = inconclusive; . = not tested or not shown.

SMILES	GSK3beta inhib	IEC-6 cytotox	HSF1 inh	AI-2 QS modul	HSP90 inh	HIF activator	aSyn UTR inh	GSK3 alpha inh	HSF-1 act	KLF5 inh
Oc1cnc2ccccc2c1CN1CCOCC1	-3.6	0.4	1.4	11.1	-0.9	-1.7	22.1	-1.4	5.1	-5.5
COc1cc(C(=O)Nc2oc(-c3ccccc3)c(-c3ccccc3)c2C#N)cc(OC)c1OC	-0.9	10.5	3.5	18.1	4.2	-0.6	-3.7	-0.6	-5.6	0.1
CCOC(=O)Cn1c(=O)oc2cc(S(=O)(=O)NC3CCCCC3)ccc21	2.2	-6.5	-6.4	25.3	-3.5	-0.2	0.8	2.4	18.3	-10.6
O=C(Nc1cccc2c1CCCC2)c1cc([N+](=O)[O-])cc([N+](=O)[O-])c1	2.7	-5.1	4.3	16.9	-0.6	-0.5	-3.0	10.7	1.4	-15.3
CCOC(=O)Nc1ccc2nc(Sc3ccc(Cl)cc3)sc2c1	1.1	38.0*	10.8	40.8	-1.2	-8.7	-40.8	-1.5	30.9	15.3
O=C(NC(=S)Nc1ccc(N2CCOCC2)cc1)c1cccc(Cl)c1	2.2	0.6	15.3	-0.9	-3.4	3.5	-72.2	-2.4	25.7	-61.5
CCC(=O)c1ccc(N2CCN(C(=O)c3cccc(F)c3)CC2)c(F)c1	5.3	-3.4	-4.3	10.1	-1.3	-0.3	3.8	0.4	18.8	20.9
CC(=O)Nc1cccc(NC(=O)CSc2nc(=O)n(CCN3CCOCC3)c3c2CCC3)c1	1.1	.	-3.0	23.9	.	-3.7	-2.9	-2.4	6.7	.
COc1ccc(C2Nc3cc(OC)ccc3-n3cccc32)cc1 (stereo not drawn)	-1.4	7.0	21.3	-2.1	-0.7	1.1	-11.0	4.3	41.7	-11.2
C/C(N)=C(/C#N)C(=O)COC(=O)C1Cc2ccccc2CN1S(C)(=O)=O (stereo not drawn)	0.3	-3.7	0.8	27.1	-1.2	0.9	10.7	-0.6	14.5	-3.6
CCc1cc(=O)oc2c(C)c(OC(C)C(=O)NCCCn3ccnc3)ccc12 (stereo not drawn)	-16.6	12.6	-1.6	.	0.8	0.3	1.5	-1.5	-10.6	-38.0
CCN(CC(=O)NCc1ccc(Cl)cc1)C(=O)CCC(=O)c1ccc(F)cc1	0.8	.	3.7	21.0	.	0.3	-9.4	-0.1	-3.8	.
CCCC(=O)Nc1ccc(N2CCOCC2)cc1	0.7	1.3	-1.5	-7.9	-1.5	-14.8	-17.0	-25.1	6.7	-9.5
CN(C(=S)Nc1ccc(SC(F)F)cc1)c1ccc(O)cc1	2.0	-4.8	-7.8	33.0	5.3	0.3	-11.4	-2.6	-11.7	10.4
Cc1cccc(C(=O)Nc2ccc(S(=O)(=O)Nc3nc(C)cc(C)n3)cc2)c1	3.9	-15.6	0.6	13.0	-0.1	-0.3	10.7	-1.5	8.0	-52.9
O=C(Cn1c(=O)[nH]c2sc3c(c2c1=O)CCCC3)NCC1CCCO1 (stereo not drawn)	2.7	6.7	-4.4	9.3	-0.5	-0.4	-12.6	-1.4	-3.1	-16.7
Nc1ccc(C(=O)c2cccs2)cn1	-6.0	-5.0	-11.7	8.1	-1.3	-1.2	-27.2	1.8	-2.2	-31.6
Nc1ncc(-c2ccc([N+](=O)[O-])cc2)cn1	2.1	7.6	-3.1	13.2	-0.1	-0.2	-2.4	-3.2	-0.9	-0.6
COc1ccccc1NC(=O)c1ccc(-c2ccccc2F)o1	-0.9	8.0	7.7	-10.4	1.7	2.8	-145.4	-2.6	17.9	18.9
CCC1CCCCN1CCCNC(=O)c1ccc(CS(=O)(=O)Cc2ccc(Cl)cc2)o1 (stereo not drawn)	4.5	-2.6	-1.9	37.9	0.3	-0.4	33.2	-0.8	20.5	-34.9
COc1ccc(-c2cc(C(=O)N3CCN(c4ccccc4OC)CC3)no2)cc1	.	-2.6	-4.4	.	-2.6	-16.8	-6.9	-0.5	4.6	-46.0
CCOC(=O)N1CCN(C(=O)C2CCC(CNS(=O)(=O)c3ccc(Cl)cc3)CC2)CC1 (stereo not drawn)	2.5	-0.9	-4.0	8.3	10.2	0.4	6.1	-1.6	-11.3	-30.3
Cc1ccccc1-c1nc2cc(Cl)ccc2c(=O)o1	-1.8	4.4	-7.8	22.0	-4.2	0.1	14.4	2.5	-4.6	-24.5
CN1C(C(=O)NCCc2cccs2)CC2Cn3c(nc4cc5ccccc5cc43)C21 (stereo not drawn)	-5.9	.	13.9	5.9	.	-1.1	-1.7	-2.6	42.9	.
CC(C)(C)c1ccc(-c2nc(C#N)c(NCc3ccncc3)o2)cc1	-2.2	7.7	-6.8	10.6	-6.4	0.5	-106.6	-2.1	-1.4	-79.2
Cc1noc(C)c1COc1ccc(C(=O)OCC(=O)c2ccc3c(c2)OCCO3)cc1	0.8	-6.4	-2.9	7.1	-2.0	-1.2	-45.5	-0.2	1.8	-21.5
CCOC(=O)C(=O)Nc1ccc2c(c1)OCO2	-3.3	0.1	-4.5	14.4	3.2	-0.1	-17.8	-0.8	-24.5	-10.1
Cc1ccc(S(=O)(=O)NCC(=O)OC(C)C(=O)Nc2ncc(Cl)cc2Cl)cc1 (stereo not drawn)	-2.8	4.4	-6.0	6.8	-0.9	-0.2	0.5	1.4	35.0	7.5
Cc1c(Cl)cccc1NC(=O)CCCN1C(=O)CCC1=O	1.8	-1.5	6.8	19.4	-1.8	-0.5	-13.7	-1.4	-7.4	21.8
CCOC(=O)N1CCC(c2cc(=O)n(-c3ccccc3)[nH]2)CC1	0.1	-0.2	4.5	19.4	3.8	0.5	18.4	0.6	16.5	-6.0
N#CCc1nnc2n1-c1ccccc1CCC2	4.9	-1.0	-2.4	17.2	-1.5	-0.3	-8.1	-1.8	-9.3	-17.7
CC(=O)NN1C(=O)c2ccccc2NC1c1ccccn1 (stereo not drawn)	1.3	11.8	1.6	9.6	2.3	0.3	4.3	-1.7	13.8	6.3
C/C(=N/NC(=O)c1sc(NS(=O)(=O)c2ccccc2)nc1C)c1ccc(F)cc1	1.6	5.2	-4.2	22.1	2.5	-55.9	-30.5	-0.6	19.8	31.9
CC1CN(CCCCN2C(=O)c3ccccc3C2=O)CC(C)O1 (stereo not drawn)	1.5	-1.6	-3.4	18.8	-7.3	0.3	-6.1	-1.4	-7.8	-19.1
CC#CC(=O)N1CCC(n2nccc2NC(=O)c2ccc3c(c2)OCO3)CC1	1.0	1.8	-5.4	2.0	1.5	0.5	-83.0	0.9	-4.2	-14.0
Cc1cc(=O)[nH]c2ccc(S(=O)(=O)NCc3ccccc3)cc12	-2.0	-1.9	-1.1	-1.9	4.2	0.0	17.5	-0.4	2.7	-3.0
CC(C)NC(=O)NC(=O)COC(=O)c1ccc(NC(=O)CC#N)cc1	-1.7	3.1	4.4	10.4	3.8	-0.9	6.8	0.0	-15.6	-1.9
O=C1C(c2cc(=O)c3ccccc3[nH]2)=C(O)c2ccccc21	1.3	0.5	25.7	8.8	0.7	1.6	-118.0	1.6	65.0*	-172.4
Cc1cc(NC(=O)CSCC(=O)N(c2cccc(Cl)c2)C(C(=O)NC2CCCCC2)c2ccc(O)c(O)c2)no1 (stereo not drawn)	2.8	4.9	6.1	-1.7	-3.5	-1.1	9.7	-0.4	11.2	-25.6
NC(=O)CNc1n[nH]c(=S)[nH]c1=O	2.5	1.0	-0.9	4.4	-1.6	-0.2	-3.3	-1.3	15.0	10.0
CC(C)COP(=O)(OCC(C)C)C(O)c1ccc(F)cc1 (stereo not drawn)	3.4	5.4	0.5	28.6	-1.0	-0.5	14.2	-0.9	-2.6	-29.1
CCc1ccc2c(c1)[C@]1(C(=O)N2)[C@@H]2C(=O)N(Cc3ccccc3)C(=O)[C@@H]2[C@@H]2CCCN21	-0.2	-6.8	38.5	-2.9	0.8	0.1	-77.8	-0.2	?	-42.5
COC(CNC(=O)c1ccc2c3c(onc13)-c1ccccc1C2=O)OC	-3.0	-4.1	30.8	14.8	2.7	4.5	-17.7	3.7	40.6	-186.5
O=C(Nc1cccc(Cl)c1)Nc1nnc(CSCCOc2ccc(Cl)cc2)s1	-1.8	-5.6	8.6	14.1	-4.6	-0.6	31.4	2.8	2.1	-2.0
COc1ccc(Cc2nnc(NC(=O)Cn3cnc4c3c(=O)n(C)c(=O)n4C)s2)cc1	-2.2	-8.5	-3.0	11.4	-1.4	-25.9	-22.8	-2.3	-1.3	-38.4
O=C(Nc1ccc(Nc2ccccc2)cc1)N1CCOCC1	0.6	0.3	-3.3	3.0	0.3	0.2	-6.9	-0.3	10.1	-30.0
CCOC(=O)C1CCCN(C(=O)c2ccc([N+](=O)[O-])c(C)c2)C1 (stereo not drawn)	-3.4	-0.3	-10.3	10.3	-0.1	0.1	12.1	-2.4	3.9	-12.2
CC1CCCCC1NC(=O)COC(=O)c1ccc(S(=O)(=O)NCc2ccco2)cc1 (stereo not drawn)	0.6	-6.1	-2.5	12.1	-1.1	-0.2	7.9	-1.2	-5.0	-62.6
CCCn1c(O)c2ccc(C(=O)N=NC(=O)c3cccnc3)cc2c1O	-0.8	1.6	-1.2	23.4	-2.9	0.3	-7.0	-1.4	-0.1	-20.0
COC(=O)C1=C(C(=O)OC)[C@@H]2N(Cc3ccccc3)c3ccccc3[C@@]23C[C@@H](C(=O)OC)N(C(C)=O)C3=N1	-0.1	.	0.1	10.5	.	-1.8	1.0	1.6	-5.7	.
CCC(=O)N1CCN(c2nc3ccc(Br)cc3s2)CC1	-4.7	5.7	12.9	0.8	-2.6	11.8*	-116.8	-2.6	11.0	-141.2
C=CCn1c(CNc2ccccc2)nnc1SCC(=O)N/N=C/c1ccc(O)cc1O	4.0	-5.8	-0.6	30.8	-5.5	0.9	-10.7	-4.1	0.9	-13.4
CCc1nc(C(N)=O)c2[nH]c(=O)n(-c3ccccc3F)c2n1	0.8	0.5	-6.6	22.0	-1.1	-0.4	17.3	7.8	-2.5	-16.3
CCN(Cc1cn2cccnc2n1)C1CCCCC1	1.9	-5.9	-3.0	10.6	-0.5	-0.5	13.2	-0.3	13.7	-2.2
O=C(COc1ccc(F)cc1Br)N1CCN(c2ncccn2)CC1	1.7	-2.2	6.7	13.1	-2.1	0.4	-17.4	-0.8	39.5	-49.6
O=C(NCc1ccco1)Oc1ccccc1	2.9	-0.5	-5.0	30.3	-2.3	-0.1	1.6	-3.3	7.1	-25.2
